BRCA1 expr up: increases BRCA1 expression; MCF7-BRCA1-FFLuc reporter, luminescence, 48 h; response scale: scaled: vehicle 0%, 10 µM genistein 100%; Potency, µM (top dose mostly 46.1 µM), without a hit: top-dose activation, most hits filed as activators; hit rate 1.1% among 380,000; also: nearly all actives have a fitted effect of over 80% in size; some results filed as inactive show a strong effect at the top dose
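MCF7-BRCA1-FFLuc cells, 2000/well in phenol-red-free MEM, attached 2 h then treated 48 h at 37 C. Luciferase luminescence read 15 min after reagent; normalized to genistein maximum activation (10microM) and DMSO, concentration-response fitted.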
p53 reactivator: mutant p53 re-activation in reporter cells; H1299 p53-A138V BP100-luciferase reporter, luminescence, 24 h; Potency, µM (series often up to 92.2 µM), for the others: at the highest dose activity change, positive = activation, hits mostly activators; hit rate 0.063% among 320,000; also: % of control where 0% means no effect; nearly all actives have a fitted effect of over 45% in size
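H1299 (p53-null), stable ts p53-A138V + BP100-Luc; 1000 cells/well, Opti-MEM/10% FBS; cpd 4 pt, 1:5; 24 h, 37 deg C, 5% CO2; detection reagent 10 min RT; luminescence.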
VP16 counter: counter-screen for ROR gamma inhibitors: Gal4-VP16 reporter; AID 2546; hit rate 3.5% among 310,000; Potency, µM (titrated, usually from 53.6 µM), inactives show top-dose activity, negative = inhibition, actives largely listed as inhibitors; Drosophila S2 Gal4-VP16 UAS-luciferase, luminescence, 20 h;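 also: Gal4-VP16 expression switched on by copper sulfate through the metallothionein promoter; % is scaled to controls: 0 for no effect and ±100 for the full control effect; nearly all actives have a fitted effect of over 50% in size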
uPA surface inh: blocks generation of uPA at the cell surface; AID 540303; hit rate 0.31% among 330,000; Potency, µM (titrated, usually from 38.3 µM), for the others: top-dose activity change, negative = inhibition, actives largely listed as inhibitors; cell surface uPA generation assay, qHTS; active = well fitted inhibition curve with a large enough effect; inconclusive = small, poorly fitted or top-dose-only effect; inactive = no such curve, though single readings can be large or run the other way; tested in mouse RAW 264.7 cells; also: % is scaled to controls: 0 for no effect and ±100 for the full control effect; nearly all actives have a fitted effect of over 55% in size
NPC1 promoter act: activates the NPC1 promoter; Huh7 NPC1 promoter luciferase reporter, 24 h; AID 485313; hit rate 2.4% among 320,000; Potency, µM (series often up to 9.22 µM), inactives show at the highest dose activation, actives largely listed as activators;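 also: % of control where 0% means no effect; nearly all actives have a fitted effect of over 60% in size; reporter is driven by a mutant NPC1 promoter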
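Huh7 reporter cells (NPC1 promoter driving luciferase) are dosed with compound for 24 h at 37 °C, 5% CO2; luciferase detection reagent is then added and luminescence measured after 10 min at ambient temperature.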
FLuc counter: inhibits or activates purified firefly luciferase, miR-21 counter-screen; purified FLuc, Km substrates, luminescence inhibition; hit rate 6.9% among 360,000; P08659; Potency, µM (top dose mostly 57.5 µM), for inactives: top-dose activity change, negative = inhibition, actives largely listed as inhibitors;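 also: plate controls were vehicle for no effect and reference inhibitor for full effect; nearly all actives have a fitted effect of over 55% in size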
Target sequence (P08659 whole entry, looked up): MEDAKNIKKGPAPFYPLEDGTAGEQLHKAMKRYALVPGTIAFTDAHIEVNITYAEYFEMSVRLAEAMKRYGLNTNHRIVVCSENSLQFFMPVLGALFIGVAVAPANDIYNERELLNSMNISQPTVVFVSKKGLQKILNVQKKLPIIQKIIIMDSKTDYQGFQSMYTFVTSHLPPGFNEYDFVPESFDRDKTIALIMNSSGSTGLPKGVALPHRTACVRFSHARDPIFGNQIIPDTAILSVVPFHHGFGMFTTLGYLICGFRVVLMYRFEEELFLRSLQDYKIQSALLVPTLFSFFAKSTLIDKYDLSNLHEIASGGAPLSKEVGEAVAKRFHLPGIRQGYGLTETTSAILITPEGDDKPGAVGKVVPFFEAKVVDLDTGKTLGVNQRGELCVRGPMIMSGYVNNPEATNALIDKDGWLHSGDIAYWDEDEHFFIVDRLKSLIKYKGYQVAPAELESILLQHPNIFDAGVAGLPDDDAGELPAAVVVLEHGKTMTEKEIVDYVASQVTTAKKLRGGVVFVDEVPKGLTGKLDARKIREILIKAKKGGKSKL
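Purified P. pyralis luciferase (10nM final) with 10uM D-luciferin and 10uM ATP (Km levels) in 50mM Tris acetate pH 7.5, 10mM Mg acetate, 0.01% Tween-20, 0.05% BSA; qHTS 6-point titration, ~60 µM downward; luminescence read.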
RORgamma inh: blocks mouse ROR gamma transcriptional activity; Potency, µM (titrated, usually from 53.6 µM), without a hit: at the highest dose activity change, negative = inhibition, actives largely listed as inhibitors; hit rate 5.4% among 310,000; P51450; Drosophila S2 Gal4-RORgamma UAS-luciferase reporter, 20 h; also: % is scaled to controls: 0 for no effect and ±100 for the full control effect; nearly all actives have a fitted effect of over 60% in size
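Stable Schneider cell line, Gal4 DNA-binding domain fused to ROR gamma, UAS-luciferase. Cmpd 1 hr RT → CuSO4 700 uM final → 20 hr RT → luciferase reagent 10 min → luminescence.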
ELG1 genotox: genotoxicity induction in ELG1-luciferase HEK293T cells | HEK293T ELG1-luciferase reporter, luminescence, 16 h | Potency, µM (doses to about 46 µM), for the others: top-dose activity change, positive = activation, usual class: activators | hit rate 1.3% among 330,000 | AID 504466; also: % of control where 0% means no effect; nearly all actives have a fitted effect of over 60% in size
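ELG1-luciferase HEK293T cells, 2,000/well; compound pinned in; 16 hr, 37 °C, 5% CO2; ONE-Glo, 30 min RT; luminescence on CCD imager.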
Rab9 promoter act: activates the Rab9 promoter. hit rate 2.8% among 320,000. Huh7 Rab9 promoter-luciferase reporter, luminescence, 24 h. Potency, µM (highest dose often 9.22 µM), for inactives: at the highest dose activation, negative = inhibition, actives largely listed as activators; also: % of control where 0% means no effect; nearly all actives have a fitted effect of over 60% in size
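Luminescence read-out: Huh7 cells stably expressing Rab9-luciferase, treated 24 h with compound at 37 °C, then lysed with luciferase reagent for 10 min at ambient before reading.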
MBNL1-CUG inh: MBNL1-poly(CUG) RNA binding inhibition. hit rate 0.036% among 280,000. TR-FRET MBNL1-His/biotin-(CUG)12 binding, 665/545 ratio. Potency, µM (highest dose often 57.5 µM), for the others: top-dose activity change, negative = inhibition, usual class: inhibitors; active = well fitted inhibition curve with a large enough effect in the signal ratio, with a control signal flat, not every such curve was filed as active; inconclusive = small, poorly fitted or top-dose-only effect, or effect the other way, or a change in a side signal; inactive = no such curve, though single readings can be large or run the other way; the % refers to the signal ratio; also: % is scaled to controls: 0 for no effect and ±100 for the full control effect
Target sequence (Q9NR56 whole entry, looked up): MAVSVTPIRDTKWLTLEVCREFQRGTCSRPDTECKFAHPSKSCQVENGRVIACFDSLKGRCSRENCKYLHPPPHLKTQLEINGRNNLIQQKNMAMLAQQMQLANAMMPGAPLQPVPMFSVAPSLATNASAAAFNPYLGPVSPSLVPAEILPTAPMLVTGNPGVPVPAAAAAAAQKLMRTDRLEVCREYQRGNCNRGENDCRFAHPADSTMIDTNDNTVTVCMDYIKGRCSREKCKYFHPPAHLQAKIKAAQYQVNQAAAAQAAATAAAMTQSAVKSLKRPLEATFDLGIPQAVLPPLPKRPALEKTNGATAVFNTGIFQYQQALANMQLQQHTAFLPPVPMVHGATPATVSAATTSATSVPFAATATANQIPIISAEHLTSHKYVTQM
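Compound titration spanned 92 nM–58 uM against the MBNL1-His/biotin-(CUG)12 complex. After 60 min at room temperature with 5 nM streptavidin-XL665 and 0.055 ng/ul terbium anti-His, ratiometric 665/545 nm emission (Ex 340 nm) normalized to controls.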
The depositor's hits bear a star; ? = inconclusive; nt = not tested or not shown; & = joins results of further samples; [ ] = dose if it differs, or a comment. Unless noted, calls follow the shape of the dose curve; as a rule, active = well fitted curve in the direction sought with a large enough effect; inconclusive = small, poorly fitted or top-dose-only effect, or another doubt; inactive = no such curve, though single readings can be large; an effect the other way counts as inactive or inconclusive. Potency is read from the fitted curve at half-maximal effect.

SMILES	BRCA1 expr up	p53 reactivator	VP16 counter	uPA surface inh	NPC1 promoter act	FLuc counter	RORgamma inh	ELG1 genotox	Rab9 promoter act	MBNL1-CUG inh
COc1ccc([C@]23Cc4cc(OC)c(OC)cc4C(O2)c2c(cc(-c4ccccc4)oc2=O)O3)cc1	nt	nt	2%[10 µM]	nt	0%[1.84 µM]	-14%[11.5 µM]	24%[10 µM]	nt	0%[1.84 µM]	-4%[11.5 µM]
O=C(NCCc1c[nH]c2ccccc12)c1cccc(S(=O)(=O)Nc2ccccc2Cl)c1	-35%	-1%	-18%	0%	0%	1%	96%	-5%	-3%	-8%
CC1=C(C(=O)Nc2cccnc2)C(c2ccccn2)n2nnnc2N1 (stereo not given)	0%[1.84 µM]	-7%	-13%	-2%	0%	-10%	20%	-2%	3%	-9%
Cc1ccc(Nc2nnc(SC(C)C(=O)Nc3c(C)n(C)n(-c4ccccc4)c3=O)s2)cc1 (stereo not given)	47%	3%	2%	-2%	-1%	11µM*	23%	0%	0%	nt
O=C(CCc1nc2ccccc2[nH]c1=O)OCC(=O)N1CCc2ccccc21	0%	1%	-5%	5%	-3%	-13%	-5%	-3%	2%	8%
Cc1ccc(CNC(=O)[C@@H]2CCC(=O)N2Cc2ccco2)cc1	-9%	-1%	9%	0%	-2%	1%	-13%	-2%	-3%	1%
Cc1ccc2[nH]c3c(N4CCOCC4)ncnc3c2c1	0%	-7%	?	-6%	1%	17µM*	25%	6%	3%	3%
CCC(=O)N1CCc2cc(S(=O)(=O)NCCC(=O)NCc3ccccc3Cl)ccc21	-28%	-8%	0%	3%	-2%	-1%&3%	2%	1%	1%	1%
COc1ccc(NC(=O)CN(C)C(=O)c2cccc(S(=O)(=O)N3CCN(c4ccccc4)CC3)c2)cc1	-41%	0%	nt	-7%	-4%	2%	nt	-8%	-9%	nt
Cn1nccc1C(=O)Nc1ccn(C23CC4CC(CC(C4)C2)C3)n1	31%	?	3%	-3%	7%	27µM*	?	?	-2%	-8%
Cc1ccc(NC(=S)Nc2ccc(Br)cc2)cc1	?	?	?	-8%	10%	?	7.9µM*	2%	27%	-2%
Cc1noc(C)c1COC(=O)c1ccc(S(=O)(=O)NCc2ccco2)cc1	7%	30%	?	-7%	-1%	3%	8%[10 µM]	-4%	2%	-6%
CCCc1nc2ccccc2c(=O)n1CC(=O)c1ccc(OC)cc1	-15%	3%	7%	6%	6%	1%	-26%	-9%	1%	-15%
COC(=O)CCN(C1CCCCC1)S(=O)(=O)c1ccc(S(=O)(=O)NC2CCCCC2)cc1	1%[1.84 µM]	14%	-10%	-3%	-3%	1%	3%	-6%	-1%	-2%
CCc1ccccc1-n1nnnc1SCC(=O)Nc1ccc(N2CCN(C)CC2)cc1	-34%	0%	-5%	-12%	16%	2%	-15%	-2%	-4%	-4%
COc1cccc(CN(C)C(=O)c2ccc3c(=O)n4c(nc3c2)CCC4)c1OC	15%	17%	16%	-1%	25%	?	16%	?	24%	-3%
Cc1cc(C(=O)NC(=S)Nc2ccccc2N2CCOCC2)ccc1[N+](=O)[O-]	0%	-8%	14µM*	7%	0%	2%	2.8µM*	-7%	-9%	4%
CC(C)CN1C(=O)C(=O)N(CC(=O)c2ccc3c(c2)OCO3)C1=O	?	19%	nt	1%	10%	3%	nt	?	0%	nt
Cc1ccc2cc3c(NC(=O)c4cccnc4)nn(C)c3nc2c1	-33%	13%	-17%	3%	0%	?	-24%	-2%	5%	?
COc1ccc(S(=O)(=O)N2CCc3ccccc32)cc1C(=O)NC1(C)CCS(=O)(=O)C1 (stereo not given)	-3%	-3%	nt	-8%	1%	1%	nt	1%	1%	nt
CC1CCN(C(=O)c2cc(-c3ccc(Cl)c(Cl)c3)on2)CC1	?	?	25%	nt	11%	?	?	15%	24%	-6%
Cc1cccc(N/N=C(\C#N)S(=O)(=O)C(C)(C)C)c1	-23%	0%	-9%	5%	3%	-18%	25%	-8%	0%	13%
OC1(c2ccc(Br)cc2)CCN(Cc2cccc(Br)c2)CC1	-15%	nt	nt	18%	-1%	1%	nt	-5%	6%	-1%
COc1ccc(CCNC(=O)c2cccc3c2C(=O)N(C2CCCCC2)C3)cc1OC	-17%	4%	11%	0%	-11%	1%	24%	-12%	-6%	-2%
COc1ccc(CCNC(=O)c2c(O)c3c([nH]c2=O)CCCC3)cc1	27%	-3%	1%	-1%	-4%	-1%	0%	?	0%	-4%
CCOC(=O)CCCCC(=O)c1[nH]c(=O)[nH]c1CSc1nnc2c3cc(Br)ccc3n(C)c2n1	nt	1%	?	nt	-2%	3%	5µM*	5%	-2%	?
c1ccc(Cn2c(SCc3cn4cccnc4n3)nnc2-c2ccco2)cc1	-4%	-1%	-4%	-11%	-5%	0%	10%	3%	-4%	19%
CC(C)CCNC(=O)NC(=O)CSc1nnc2ccccn12	7%	-1%	-9%	-4%	7%	-6%	34%	-3%	-2%	-4%
Cc1c(Cl)cn2c(=O)cc(CN(C)Cc3nc4ccccc4c(=O)[nH]3)nc2c1Cl	nt	-2%	-11%	nt	-3%	0%	18µM*	-8%	-1%	17%
Cc1ccc(C(=O)N[C@@H](C)CN2C3=NC[C@H](C)N3C[C@H]2Cc2ccc(O)cc2)cc1Br	nt	1%	-3%	nt	-2%	7%	5%	-1%	-9%	-7%
CSc1nc2ccc(S(=O)(=O)N3CCc4ccccc43)cc2s1	-79%	2%	-41%	nt	-1%	4%	6%	-1%	-4%	0%
CCc1ccc(CN(C)C(=O)C2CCC(=O)N(Cc3ccccn3)C2)cc1 (stereo not given)	0%	1%	-11%	-21%	-5%	0%	17%	2%	-4%	-4%
O=C(COc1ccc(Cl)cc1)OCC(=O)N1CCCc2ccccc21	27%	-1%	-5%	0%	1%	1%	-2%	0%	2%	-5%
C(=C\c1ccccc1)/CSc1nnc(-c2cccnc2)n1Cc1ccco1	3%[1.84 µM]	-2%	1%	-3%	1%	?	?	-9%	4%	-3%
N#Cc1nc(-c2ccc(F)cc2)oc1N1CCCC1	36%	9%	8%	0%	10%	-10%	?	10%	5%	-6%
CCOC(=O)C1=C(COC(=O)CSc2ccc(C)cc2C)NC(=O)NC1C (stereo not given)	-2%	4%	nt	6%	-1%	3%	nt	1%	-1%	nt
CCn1c(CNC(=O)c2cccc(C)c2)nnc1SCC(=O)N1CCOCC1	-3%	4%	2%	1%	-4%	1%	-3%	9%	-4%	-1%
Cc1csc2nc(O)c(C(=O)NCc3ccc4c(c3)OCO4)c(=O)n12	-33%	-4%	nt	3%	0%	0%	nt	-2%	-2%	nt
O=C1CCCN1c1ccc(S(=O)(=O)Oc2ccc(Cl)cc2)cc1[N+](=O)[O-]	-25%	0%	-3%	-10%	2%	5%	18%	6%	-2%	?
CC(C)(C)OC(=O)NC1CCN(S(=O)(=O)c2ccc3c(c2)OCCO3)CC1	0%	7%	-4%	3%	0%	5%	21%	-7%	3%	-17%
CCc1nc(N[C@@H](Cc2c[nH]c3ccccc23)C(=O)O)c2oc3ccccc3c2n1	-33%	23%	14%	-4%	2%	-19%	?	1%	0%	-3%
COc1cccc(C(=O)Nc2ccc(N3CCN(Cc4ccccc4)CC3)cc2)c1	-2%	-1%	14%	-5%	1%	8%	-12%	-9%	0%	-4%
COc1ccc(C(=O)NNC(=S)NC(=O)c2ccco2)cc1	-91%[inhibitor]	15%	4%	-2%	-8%	?	-12%	17%	-2%	5%
COc1ccccc1CNC(=O)c1ccc(CS(=O)(=O)c2ccccc2OC)o1	-15%	-23%	-7%	-2%	-3%	3%	-11%	-4%	-2%	-10%
COc1ccc(OC)c(S(=O)(=O)Nc2cccc(-c3ccc(N4CCCCCC4)nn3)c2)c1	-4%	1%	4%	-3%	-4%	17µM*	12%	-4%	8%	143%[activator]
CCN(CC(=O)Nc1c(F)cccc1F)C(=O)CSCC(=O)Nc1cc(C)on1	6%	-3%	nt	-5%	1%	5%	nt	4%	0%	nt
COc1cccc(NC(=O)CN(C)C(=O)c2ccc(S(=O)(=O)Nc3ccccc3F)cc2)c1	-4%	-5%	nt	-3%	-3%	1%	nt	0%	-1%	nt
O=C1Cc2ccccc2C(=O)N1c1cccc(Cl)c1	-4%	-1%	6%	-3%	-4%	1%	-5%	4%	2%	-2%
Cc1ccc(-c2nc(CS(=O)CC(=O)N3CCN(c4ncccn4)CC3)c(C)o2)cc1 (stereo not given)	-30%	1%	-7%	?	2%	0%	3%	0%	-5%	1%
O=C(Nc1ccccc1C(=O)NC(Cc1c[nH]c2ccccc12)C(=O)O)c1ccco1 (stereo not given)	-33%	-1%	-3%	-1%	-2%	-7%	11%	0%	0%	-6%
O=C1c2ccccc2C(=O)N1CCc1c[nH]c2ccc(O)cc12	10%	5%	0%	-3%	-7%	?	34%	2%	2%	?
COc1ccc2c(CC(=O)NNC(=O)c3ccc(O)cc3)coc2c1	-17%	-2%	nt	4%	nt	nt	nt	4%	nt	nt

Screening results (PubChem BioAssay)
